# High-throughput results (PubChem BioAssay)
# STAT3 blocker = inhibitors of IL-6 induced STAT3 signaling | U3A cells, IL-6 STAT3-luciferase reporter, luminescence; host cell line lacks STAT1 | inhibition, % at 5.5 µM | actives 0.89% (n = 190,000) | AID 862;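 active = inhibition above the mean inhibition across all screened compounds plus 3 SD, cut at about 44% in these data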;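 also: 0% = DMSO only wells and 100% = 100 µM nifuroxazide control wells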
# NF-kB expr up = compounds increasing NF-kB expression in human neuronal cells; actives 1.6% (n = 190,000); AID 1239; NF-kB reporter expression; stronger effect = higher value; fold change at 12.5 µM; in the data active = fold change above about 3.3
# STAT1 inh = inhibitors of IFN-gamma induced STAT1 signaling | inhibition, % at 5.5 µM | actives 0.35% (n = 200,000) | NIH 3T3 STAT1-luciferase reporter, luminescence;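 active = inhibition above a set limit, the mean inhibition across all tested compounds plus 3 SD, cut at about 34% in these data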;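 also: 0% = IFN-gamma with DMSO and 100% = IFN-gamma with 300 µM nifuroxazide; values of inactives mirror those of a sister screen read the other way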
# STAT1 activator = STAT1 signaling activation | NIH 3T3 STAT1-luciferase reporter, IFN-gamma, luminescence; 100% = IFN-gamma alone, no compound | activation (% of control), % at 5.5 µM | actives 2.6% (n = 200,000) | AID 932;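 active = activation above the screen-wide mean activation plus 3 SD, cut at about 130% in these data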;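 also: raw ratio to IFN-gamma control signal so 100% means no change and 0% no light; values of inactives mirror those of a sister screen read the other way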
# APP 5UTR inh = APP translation inhibition; SH-SY5Y APP 5'UTR-luciferase reporter, luminescence; inhibition, % at 2 µM; actives 0.82% (n = 190,000); AID 1285;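 active = inhibition above a set limit, derived from the sample mean plus 3 SD, cut at about 45% in these data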; also: values of inactives mirror those of a sister screen read the other way
# APP 5'UTR act = APP 5'UTR luciferase reporter activation. SH-SY5Y APP 5'UTR luciferase reporter, luminescence; zero percent = DMSO vehicle wells. activation, % at 2 µM. actives 1% (n = 190,000);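 active = activation above a set limit, based on mean plus 3 SD of controls, cut at about 140% in these data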; also: values of inactives mirror those of a sister screen read the other way
# STAT3 activator = activators of IL-6 induced STAT3 signaling; U3A cells, IL-6 STAT3-luciferase reporter, luminescence; 100% = signal with IL-6 EC80 alone; activation (% of control), % at 5.6 µM; actives 0.91% (n = 190,000); AID 871;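 active = activation above the screen-wide mean of compound activation plus 3 SD, cut at about 130% in these data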;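 also: 0% = background luminescence of wells with medium and substrate only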
#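 Test system: Human STAT1-deficient U3A cells with stable STAT3-luciferase reporter | Also added: Interleukin-6, 33 ng/mL | Timing: Compound pre-incubation 1 h before IL-6, then 6 h stimulation at 37 °C | Technique: Luciferase reporter luminescence | Read-out: Percent of IL-6-only median luminescence | Benchmarks: IL-6-only wells as 100% reference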
# RAM network inh = inhibitors of the yeast RAM network. actives 1.8% (n = 190,000). S. cerevisiae dse1pr::URA3 reporter, 5-FOA growth OD615, 2 d; analog-sensitive cbk1-as2 kinase mutant strain. inhibition, % at 50 µM;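 active = inhibition above a set limit, 3 SD over mean compound inhibition, cut at about 8.4% in these data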;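 also: 0% = DMSO-only wells with no growth and 100% = 10 µM 1-NA-PP1 full growth; inhibition rescues growth on 5-FOA so higher OD means more RAM inhibition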
# FLuc inh counter = Photinus pyralis luciferase inhibition counter-screen; ATPLite firefly luciferase biochemical luminescence, 10 min; inhibition, % at 10 µM; actives 1.5% (n = 200,000); AID 1006;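 active = inhibition above about 50% when tested at 10 µM, limit read from the data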
# Target sequence (P08659 whole entry, looked up): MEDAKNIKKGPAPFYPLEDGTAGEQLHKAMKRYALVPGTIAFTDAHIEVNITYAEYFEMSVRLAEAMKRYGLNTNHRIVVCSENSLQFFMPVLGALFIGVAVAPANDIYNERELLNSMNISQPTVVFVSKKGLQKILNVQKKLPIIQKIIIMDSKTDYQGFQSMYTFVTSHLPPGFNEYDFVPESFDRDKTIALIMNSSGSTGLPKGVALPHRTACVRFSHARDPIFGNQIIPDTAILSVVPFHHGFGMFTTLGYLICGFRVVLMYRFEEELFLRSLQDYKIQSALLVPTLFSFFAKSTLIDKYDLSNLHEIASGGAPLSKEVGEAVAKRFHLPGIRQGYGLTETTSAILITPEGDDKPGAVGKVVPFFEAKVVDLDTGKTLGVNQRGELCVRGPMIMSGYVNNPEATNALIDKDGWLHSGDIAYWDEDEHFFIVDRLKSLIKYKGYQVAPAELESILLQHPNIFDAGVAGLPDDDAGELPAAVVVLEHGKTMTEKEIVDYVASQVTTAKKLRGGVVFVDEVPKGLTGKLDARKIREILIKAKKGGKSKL
# Hsp70 activator = Hsp70 transcriptional activation, primary screen; HeLa Hsp70 promoter luciferase reporter, luminescence; scaled: vehicle 0, proteasome-inhibitor control 100%; activation, % at 10 µM; actives 0.04% (n = 200,000); AID 1203;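 active = activation above the mean across all tested compounds plus 3 SD, cutoff set per campaign, cut at about 5.5% in these data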;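 also: 100% = MG132 at 30 µM as the positive control and 0% = DMSO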
# Starred values were filed as active, the others as inactive; . = no result given.
SMILES,STAT3 blocker,NF-kB expr up,STAT1 inh,STAT1 activator,APP 5UTR inh,APP 5'UTR act,STAT3 activator,RAM network inh,FLuc inh counter,Hsp70 activator
CN(C)S(=O)(=O)c1ccc(/C(O)=C2/C(=O)C(=O)N(Cc3cccnc3)C2c2ccncc2)cc1 (stereo unspecified),4,1,0,100,-2,2,101,0.9,-2,0.6
C#CCOCCOCCOCCNc1nc(N2CCN(C(=O)[C@H](Cc3ccc(O)cc3)n3cc([C@@H](N)C(C)CC)nn3)CC2)nc(N2CCN(C(=O)[C@H](CCCCN)n3cc([C@@H](N)CO)nn3)CC2)n1 (stereo partly specified),.,1.1,9,93,-6,6,.,1.1,-7,0.1
COCCn1c(-c2ccc(C#N)cc2)nc2c1c(=O)[nH]c(=O)n2Cc1ccccc1,-8,1.2,6,95,0,0,107,4.9,-3,-0.2
COc1ccc(OCCC(=O)NCc2ccccc2)cc1,2,1.2,12,89,4,-4,102,-1.2,-3,-0.1
CC(CN1CCN(C)CC1)OC(=O)c1ccccc1Cl (stereo unspecified),8,1.1,-6,106,-2,2,99,-0.7,-7,-0.2
CC1(C)CC(CCC(=O)NC(=S)Nc2ccccc2Cl)C(=O)O1 (stereo unspecified),4,0.95,-9,106,2,-2,100,0.1,-4,-0.1
CS/C(=N\S(=O)(=O)c1cccs1)Nc1ccc(F)c(Cl)c1,-4,0.92,8,93,4,-4,105,0.9,4,0.2
CCNC(=O)COC(=O)c1ccc(-n2nc(C)cc2C)cc1,3,1,0,100,-12,12,99,1.1,-4,-0.4
O=C(/C(=N\Nc1ccccc1)Sc1nnnn1-c1ccccc1)c1ccccc1,11,0.95,-4,104,-6,6,93,8.2,0,-0.3
Cc1cccc(C=Nc2ccc3c(c2)oc2ccccc23)c1O,6,1.5,-13,111,-30,30,91,1.1,4,-0.4
CC(C)NC(=O)C(OC(=O)c1ccccc1)C(OC(=O)c1ccccc1)C(=O)O (stereo unspecified),14,1.1,5,95,0,0,98,0.9,-7,-0.3
COc1ccc(-c2[nH]c3ccccc3c2SCCNC(=O)c2ccccc2)cc1,-12,2.2,1,99,-26,26,111,2.7,0,0.0
CCn1c(=O)[nH]c2ccccc2c1=O,9,1.2,1,99,7,-7,95,0.8,-5,0.1
CN1CCN(Cc2nc(Cc3cccc(F)c3)no2)CC1c1ccccc1 (stereo unspecified),13,1.1,0,98,0,1,92,0.5,3,-0.2
Nc1nc(-c2cccnc2)nn1C(=O)c1ccco1,2,1.1,7,87,7,-7,99,0.4,-3,-0.5
COc1ccc(CN2CCN(C(=O)c3cccnc3)CC2)cc1Br,12,0.98,7,94,-9,9,93,0.9,-2,-0.4
CCCCN(CCCC)Cc1ccc(C(=O)NN)o1,-6,1.1,0,99,-23,23,106,2.0,-8,0.6
CC(C)Sc1nnc(NC(=O)c2ccco2)s1,21,1.6,3,98,-44,45,86,-0.8,38,-0.1
CCOc1ccccc1Nc1nc(N)nc(CN2CCCCC2C)n1 (stereo unspecified),0,0.92,2,96,-14,14,102,2.7,-1,-0.2
COc1ccc2cc(Br)ccc2c1CC(=O)NC(C)(C)C,1,1,2,98,-5,5,103,3.6,-4,-0.3
COc1ccc(C2=NOC(C(=O)O)C2)cc1 (stereo unspecified),-15,1.7,-1,101,-13,13,111,1.1,-9,-0.1
Cc1ccc(-c2nc(CN3CCN(c4cnccn4)CC3)c(C)o2)o1,9,1,-17,114,20,-20,94,1.1,2,-0.1
Cc1onc(-c2c(F)cccc2Cl)c1C(=O)OCC(=O)NC(c1ccccc1)c1ccccc1,1,0.63,2,99,8,-8,104,6.4,-4,-0.3
COc1ccc(C2(C(=O)NCCCN(C)C)CCOCC2)cc1,9,0.84,2,98,-23,23,97,1.8,-7,-0.1
Cc1ccc(S(=O)(=O)NCCCCCC(=O)Nc2c(C)n(C)n(-c3ccccc3)c2=O)cc1,2,1.1,5,95,-20,20,99,-0.7,-6,-0.3

# Looked up above:
# For STAT3 blocker, `COc1ccc(-c2[nH]c3ccccc3c2SCCNC(=O)c2ccccc2)cc1` is entered as -12
# For NF-kB expr up, `CS/C(=N\S(=O)(=O)c1cccs1)Nc1ccc(F)c(Cl)c1` is entered as 0.92
# For RAM network inh, `COc1ccc(CN2CCN(C(=O)c3cccnc3)CC2)cc1Br` is entered as 0.9
# For RAM network inh, `CCOc1ccccc1Nc1nc(N)nc(CN2CCCCC2C)n1` (stereo unspecified) is entered as 2.7
# For APP 5'UTR act, `Nc1nc(-c2cccnc2)nn1C(=O)c1ccco1` is entered as -7

# Back to the main list; the five compounds before the break are reprinted first.
SMILES,STAT3 blocker,NF-kB expr up,STAT1 inh,STAT1 activator,APP 5UTR inh,APP 5'UTR act,STAT3 activator,RAM network inh,FLuc inh counter,Hsp70 activator
COc1ccc(C2=NOC(C(=O)O)C2)cc1 (stereo unspecified),-15,1.7,-1,101,-13,13,111,1.1,-9,-0.1
Cc1ccc(-c2nc(CN3CCN(c4cnccn4)CC3)c(C)o2)o1,9,1,-17,114,20,-20,94,1.1,2,-0.1
Cc1onc(-c2c(F)cccc2Cl)c1C(=O)OCC(=O)NC(c1ccccc1)c1ccccc1,1,0.63,2,99,8,-8,104,6.4,-4,-0.3
COc1ccc(C2(C(=O)NCCCN(C)C)CCOCC2)cc1,9,0.84,2,98,-23,23,97,1.8,-7,-0.1
Cc1ccc(S(=O)(=O)NCCCCCC(=O)Nc2c(C)n(C)n(-c3ccccc3)c2=O)cc1,2,1.1,5,95,-20,20,99,-0.7,-6,-0.3
COc1ccc(/C=N/N(C(C)=O)c2nc(-c3ccc(C)cc3)cs2)cc1,17,1.2,-2,102,2,-2,88,9.3*,-2,-0.1
CCCCN(C)S(=O)(=O)c1ccc(C(=O)Nc2nnc(C3=COCCO3)o2)cc1,4,1,-13,110,5,-5,102,1.4,-6,-0.5
CN1CCN(C(=O)CCc2ccc(S(=O)(=O)NC3CCCCC3)cc2)CC1,10,1.1,0,99,-25,25,102,0.1,-7,-0.3
COCCCNCC(O)COc1cccc2[nH]c(C)cc12 (stereo unspecified),13,1,8,91,3,-3,97,0.9,-3,0.2
Cn1c(CNC(=O)c2cccs2)nnc1SCC(=O)Nc1ccccc1,-6,1,-9,108,-19,19,106,0.8,-3,-0.4
N#Cc1cccc(NC(=O)Cc2ccccc2)c1,4,1.1,3,98,3,-3,99,1.1,-6,-0.4
O=C(Cc1c2ccccc2nc2ccccc12)c1ccccc1,14,1.2,7,94,-11,11,95,0.4,-6,0.0
Cc1noc2c1C(c1ccc(N(C)C)cc1)C1=C(CC(C)(C)CC1=O)N2 (stereo unspecified),-5,0.91,1,99,-1,1,103,-0.5,-7,0.5
S=c1[nH]nc(-c2cc3ccccc3o2)n1Cc1ccccc1,-1,.,-1,100,15,-15,103,2.0,-6,-0.1
O=c1cc(CO)oc(C(Nc2cccc([N+](=O)[O-])c2)c2ccccn2)c1O (stereo unspecified),-11,0.86,-2,102,8,-8,109,1.1,-6,-0.2
Cc1cccc2cc(-c3nc4c(C)cccn4c3NCc3ccco3)c(=O)[nH]c12,11,1.2,-1,101,-5,5,95,-1.1,-6,-0.2
CCOC(=O)c1cccc(-c2ccc(C=O)o2)c1,-10,1.6,-4,104,-15,15,104,0.5,7,0.0
CCCCCN1CC(O)=C(c2ccccc2)C1=N,-1,1.1,4,96,3,-3,98,1.4,-6,-0.3
NCCc1nc(-c2ccccc2)cs1,10,1.2,-7,104,-1,1,96,1.0,-3,0.0
O=C(Nc1nc(=O)c2ccccc2s1)c1ccccc1,-28,3.6*,-48,138*,-66,66,126,5.7,60*,0.4
O=C(COc1ccc2ccc(=O)oc2c1)Nc1ccc(N2CCOCC2)cc1,5,1.1,-1,103,10,-10,94,3.1,-13,-0.2
COc1ccc(C=C(C(C)=O)C(C)=O)cc1OC,-1,1.1,3,97,-5,5,103,1.1,-3,-0.2
C=CCn1c(SC(C)C(=O)NCc2ccc3c(c2)OCO3)nnc1C1CCCCC1 (stereo unspecified),5,1.2,2,96,-20,20,100,2.3,-7,0.1
COc1cccc(C(=O)NCc2n[nH]c(=S)n2-c2cccc(C)c2)c1,11,0.96,3,97,-2,2,92,1.5,2,-0.2
CNC(=O)CN(c1cc(OCCOC)c(Cl)cc1Cl)S(=O)(=O)c1ccc(OC)cc1,7,1.1,5,96,-4,4,101,1.7,-8,0.1
CCOc1ccc2nc(SCC(=O)NC(=O)C(C)C)sc2c1,12,1.2,0,98,7,-7,99,1.0,4,-0.1
CN(C(=O)COC(=O)c1ccc(Cl)nc1)C1CCS(=O)(=O)C1 (stereo unspecified),6,1.1,-2,102,-8,8,99,3.1,-5,0.2
C[C@]12CCC3C(CC=C4C[C@@H](O)CC[C@@]43C)C1CCC2[C@]1(C)CCC(=O)O1 (stereo partly specified),-7,1.2,3,97,-6,6,104,2.3,-6,-0.4
CCc1nc(-c2ccc(C)nc2OC)no1,0,0.95,1,103,17,-17,100,-0.1,-3,-0.3
CCCCCOc1ccc(CSc2ncn[nH]2)cc1,-5,2.1,-28,125,-48,48,105,24*,15,0.0

# Carrying on.
SMILES,STAT3 blocker,NF-kB expr up,STAT1 inh,STAT1 activator,APP 5UTR inh,APP 5'UTR act,STAT3 activator,RAM network inh,FLuc inh counter,Hsp70 activator
Cc1ccc(S(=O)(=O)NCC(=O)N2CCCCC2)cc1,7,0.92,-4,104,-4,3,102,-0.3,-6,0.1
COc1ccc(CCNC(=O)c2cc(-c3cc(Cl)cc(Cl)c3)oc2C)cc1,-10,1,-1,101,6,-6,113,7.5,-5,0.0
CN(C)c1nc(OCCNC(=O)Nc2ccccc2)nc(N2CCOCC2)n1,-2,0.89,0,94,-1,1,102,-0.1,-2,-0.1
Cc1csc2nc(CSc3nc4ccccc4o3)c(Br)n12,21,2.8,-49,146*,-132,132,84,1.1,6,0.0
Cc1nc(Cl)c(C#N)cc1-c1ccccc1,-4,1,2,98,.,.,108,0.4,-4,-0.1
O=C(CCC1CCCC1)N1CCC(N2CCN(c3ccccc3)CC2)CC1,14,0.93,1,99,4,-4,93,1.2,-8,-0.5
